# Screening results: PubChem BioAssay, The Scripps Research Institute Molecular Screening Center
# PAFAH1B3 FP inh = blocks human PAF acetylhydrolase 1B catalytic subunit 3; Q15102; recombinant PAFAH1B3, FP-rhodamine probe, fluorescence polarization; inhibition, % at 3.39 µM; 340,000 compounds, 0.28% hits;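 active means inhibition above the screen-wide average of all tested compounds plus 3 SD, cut at about 25% in these data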;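 further: 0% = enzyme with DMSO only and 100% = wells lacking PAFAH1B3 protein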
# PREPL inh = inhibitors of human prolyl oligopeptidase-like enzyme PREPL; inhibition, % at 5.96 µM; 320,000 compounds, 0.68% hits; recombinant PREPL, fluorescence polarization activity-based probe; AID 2751; Q4J6C6; in the data active means inhibition above about 43%;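 further: 0% = enzyme with DMSO and 100% = wells lacking enzyme; many of its hits are not listed in these tables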
# Target sequence (Q4J6C6 whole entry, looked up): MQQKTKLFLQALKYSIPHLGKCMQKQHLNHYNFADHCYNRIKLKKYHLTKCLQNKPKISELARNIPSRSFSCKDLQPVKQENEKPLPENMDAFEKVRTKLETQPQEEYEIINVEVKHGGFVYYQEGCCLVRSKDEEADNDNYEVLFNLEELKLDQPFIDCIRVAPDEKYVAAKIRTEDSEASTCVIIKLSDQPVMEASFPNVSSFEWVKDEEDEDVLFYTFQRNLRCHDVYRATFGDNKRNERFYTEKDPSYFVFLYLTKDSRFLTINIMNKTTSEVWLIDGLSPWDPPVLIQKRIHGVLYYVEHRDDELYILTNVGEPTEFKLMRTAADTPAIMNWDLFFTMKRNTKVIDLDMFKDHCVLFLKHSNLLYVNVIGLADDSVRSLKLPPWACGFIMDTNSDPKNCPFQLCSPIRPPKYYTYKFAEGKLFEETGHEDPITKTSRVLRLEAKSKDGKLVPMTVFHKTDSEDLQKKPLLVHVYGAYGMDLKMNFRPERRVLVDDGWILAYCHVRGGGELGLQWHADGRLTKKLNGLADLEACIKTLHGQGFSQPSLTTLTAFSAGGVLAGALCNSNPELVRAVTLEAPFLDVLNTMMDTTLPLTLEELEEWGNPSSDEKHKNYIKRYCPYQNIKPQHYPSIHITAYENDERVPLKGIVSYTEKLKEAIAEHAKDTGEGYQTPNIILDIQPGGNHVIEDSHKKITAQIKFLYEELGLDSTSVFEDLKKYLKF
# GSTO1 inh = counter-screen for RBBP9 inhibitors: inhibitors of human GSTO1; P78417; recombinant GSTO1, activity-based probe fluorescence polarization; inhibition, % at 5.96 µM; 300,000 compounds, 1.1% hits; AID 1974;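 active means inhibition above the campaign mean inhibition plus 3 SD, cut at about 35% in these data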;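 further: 0% = GSTO1-1 with DMSO and 100% = wells lacking GSTO1-1 enzyme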
# PAD4 inh = blocks human protein arginine deiminase 4; AID 485272; Q9UM07; recombinant PAD4, RCA probe fluorescence polarization; inhibition, % at 6.36 µM; 330,000 compounds, 0.41% hits;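 active means percent inhibition above a cutoff equal to the mean of all tested compounds plus 3 SD, cut at about 15% in these data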;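 further: 0% = PAD4 with RCA probe and DMSO and 100% = probe without PAD4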
# LYPLA2 inh = LYPLA2 (human) inhibition in PME1 counter-screen; inhibition, % at 5.9 µM; O95372; recombinant LYPLA2, FP-Rh probe fluorescence polarization; 320,000 compounds, 0.38% hits;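 active means inhibition above the screen-wide mean plus 3 SD, limit set per campaign, cut at about 26% in these data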;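 further: 0% = LYPLA2 with DMSO and 100% = wells lacking LYPLA2 enzyme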
# Target sequence (O95372 whole entry, looked up): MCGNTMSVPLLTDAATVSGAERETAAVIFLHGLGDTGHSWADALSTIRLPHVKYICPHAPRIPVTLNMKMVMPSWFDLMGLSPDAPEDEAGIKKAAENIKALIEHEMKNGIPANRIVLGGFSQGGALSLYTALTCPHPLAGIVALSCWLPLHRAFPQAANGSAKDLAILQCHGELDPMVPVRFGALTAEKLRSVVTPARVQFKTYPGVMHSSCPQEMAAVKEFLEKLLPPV
# LYPLA1 inh = counter-screen for PME1 inhibitors: inhibitors of human LYPLA1. O75608. recombinant LYPLA1, FP-Rh probe fluorescence polarization. inhibition, % at 5.9 µM. 320,000 compounds, 0.16% hits;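 active means inhibition above the mean of all tested compounds plus 3 SD, set per campaign, cut at about 14% in these data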;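 further: inhibitors block serine hydrolase probe labeling of LYPLA1 so polarization falls; 0% = enzyme with DMSO and 100% = wells lacking LYPLA1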
# EBNA-1 inh = blocks EBNA-1 binding to DNA. EBNA-1 DNA binding, fluorescence polarization. inhibition, % at 14.8 µM. 300,000 compounds, 0.34% hits. AID 1950; in the data active means inhibition above about 28%
# PAFAH2 inh = PAFAH2 (human) inhibition. Q99487. inhibition, % at 3.39 µM. recombinant PAFAH2, FP-rhodamine activity probe, fluorescence polarization. 340,000 compounds, 0.99% hits;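 active means inhibition above the mean over all tested compounds plus 3 SD, cut at about 30% in these data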;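 further: inhibitors block probe labeling of enzyme so polarization drops; 0% = enzyme with DMSO and 100% = wells lacking PAFAH2 protein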
# ZTA counter = ZTA (EBV) inhibition in EBNA-1 counter-screen. P03206. ZTA-DNA binding, fluorescence polarization. inhibition, % at 11 µM. 320,000 compounds, 0.15% hits; in the data active means inhibition above about 33%
# An asterisk follows results filed as active; . = not tested or not shown. Only part of the results is shown; the hit share may differ from the screen's.
SMILES,PAFAH1B3 FP inh,PREPL inh,GSTO1 inh,PAD4 inh,LYPLA2 inh,LYPLA1 inh,EBNA-1 inh,PAFAH2 inh,ZTA counter
Cc1sc2nc(C(C)C)nc(SCC(=O)N3CCN(C(=O)c4ccco4)CC3)c2c1C,-0.6,14.5,-0.6,2.6,6.8,2.2,9.7,-2.2,-13.4
CSc1nc(N)nc(SCC(=O)C(C)(C)C)c1C#N,5.5,-2.3,1.8,-3.9,-1.3,-3.4,-7.0,-1.8,3.3
Clc1ccc(CN2CCN(c3ncccn3)CC2)cc1,1.0,-10.1,0.4,-1.5,-3.4,0.2,1.3,1.1,2.2
O=C(Nc1ccc(N2CCN(C(=O)c3ccco3)CC2)c(Cl)c1)c1cccs1,2.7,31.6,-7.4,-8.9,10.5,0.2,-11.2,-3.2,-1.2
COc1ccc(Cl)cc1NC(=O)CN(C)CC(=O)Nc1ccccc1N1CCOCC1,10.5,7.0,2.6,0.8,4.8,5.1,2.2,-0.7,2.1
O=C(CN1C(=O)c2ccccc2C1=O)OCC(=O)N1CCc2ccccc2C1,7.1,-12.8,9.1,-2.1,5.5,-3.0,0.2,-4.8,12.9
CCc1cc(C(=O)NC(C)C2CCCO2)cs1 (configuration not stated),6.1,11.5,2.4,3.7,-0.3,1.1,-1.2,8.0,7.5
CC(C)C[C@@H](CO)N1CCN(CC(C)C)CCC1=O,3.9,-7.7,-1.0,-3.0,1.9,-1.7,-5.4,2.1,-10.8
CCCCc1nc(SCC(=O)Nc2cc(C)on2)n[nH]1,2.9,-2.0,-0.6,2.3,4.2,-2.2,-4.6,4.3,5.7
COc1ccc(C(=O)NC(CC(C)C)C(=O)O)cc1 (configuration not stated),11.6,7.3,.,-0.1,3.3,-4.0,.,2.8,-11.1
CCOc1ccc(C(=O)NC(C(=O)NCC(c2cccs2)N(C)C)C(C)C)cc1 (configuration not stated),-3.2,1.3,.,2.1,6.7,0.6,.,-0.9,8.1
CCOC(=O)N1CCN(CCC(=O)c2ccc(OC)cc2)CC1,0.3,2.5,0.4,-3.9,-1.3,1.2,-8.8,3.5,6.1
C=CC[C@@H](CC(=O)N(CCO)Cc1ccccc1)C(=O)N[C@H](COC(=O)[C@@H](CC=C)Cc1ccc(F)cc1)c1ccccc1,-2.2,23.2,.,2.6,.,.,.,0.3,.
Cc1ccc(N=Cc2cc(Cl)cc(Cl)c2O)nc1,11.4,-3.6,-4.0,1.3,3.4,-1.3,-12.4,-2.6,-8.8
Cc1ccc(NC(=O)C2CCN(C(=O)[C@@H]3Cc4ccccc4CN3)CC2)c(C)c1,6.7,-0.1,3.7,-3.1,0.5,-2.3,-3.1,4.8,-10.1
CC(C)(O)C#Cc1ccc([C@@H]2C[C@H]3CN(c4ccccc4)C(=O)[C@]34CCCN24)s1,2.5,-10.1,4.7,-7.8,-4.5,-1.9,-1.6,6.8,-4.8
O=C(CCC(=O)N1CCSc2ccccc21)Nc1ccc(F)cc1,1.0,5.5,-7.1,1.4,-1.2,0.6,-9.3,0.6,-4.0
O=C(CC1NCCc2ccccc21)Nc1ccccc1 (configuration not stated),3.7,-0.1,5.7,-6.3,3.1,0.1,0.7,4.2,-6.7
CCN(CC)S(=O)(=O)c1ccc(C(=O)N2CCCCC2)cc1,3.1,-5.8,-1.3,5.8,1.1,4.9,-1.2,9.9,-4.8
CNC[C@H](CC1CCCCC1)NC[C@H](Cc1ccccc1)NCCC12CC3CC(CC(C3)C1)C2,16.4,5.2,-5.0,-4.5,0.0,1.7,8.8,-2.9,7.5
Cc1ccc(NC(=O)C/C(N)=N/OC(=O)c2ccccc2)cc1,1.1,0.0,16.7,1.1,-2.3,-4.3,10.6,17.0,-6.2
O=C(Nc1ccccc1C(=O)N1CCCCC1)c1cccc(S(=O)(=O)N2CCOCC2)c1,-1.0,1.6,11.2,-0.6,24.5,3.5,8.8,-3.5,11.3
Cc1nc(C)c(-c2ccn(S(=O)(=O)c3ccc(Cl)cc3)n2)o1,0.6,-4.3,8.9,-1.3,2.1,5.2,4.0,-2.2,-1.4
C#CCOCCOCCOCCNc1nc(N2CCN(C(=O)[C@H](CCCN=C(N)N)n3cc(C(N)[C@@H](C)CC)nn3)CC2)nc(N2CCN(C(=O)[C@H](CCCCN)n3cc([C@@H](N)CC(N)=O)nn3)CC2)n1 (some centres not stated),4.2,19.9,.,-0.9,.,.,.,-5.5,.
CC(=O)C1=C(c2ccccc2)OC(N)=C(C#N)C1c1ccc(O)cc1 (configuration not stated),5.2,6.5,-0.2,-3.6,4.7,2.0,2.0,4.0,0.7

# Of the compounds above, three have an aryl thioether with sulfur outside any ring.
SMILES,PAFAH1B3 FP inh,PREPL inh,GSTO1 inh,PAD4 inh,LYPLA2 inh,LYPLA1 inh,EBNA-1 inh,PAFAH2 inh,ZTA counter
Cc1sc2nc(C(C)C)nc(SCC(=O)N3CCN(C(=O)c4ccco4)CC3)c2c1C,-0.6,14.5,-0.6,2.6,6.8,2.2,9.7,-2.2,-13.4
CSc1nc(N)nc(SCC(=O)C(C)(C)C)c1C#N,5.5,-2.3,1.8,-3.9,-1.3,-3.4,-7.0,-1.8,3.3
CCCCc1nc(SCC(=O)Nc2cc(C)on2)n[nH]1,2.9,-2.0,-0.6,2.3,4.2,-2.2,-4.6,4.3,5.7

# (list continues)
SMILES,PAFAH1B3 FP inh,PREPL inh,GSTO1 inh,PAD4 inh,LYPLA2 inh,LYPLA1 inh,EBNA-1 inh,PAFAH2 inh,ZTA counter
CC(C)c1nnc(NC(=O)C2CCCN2S(=O)(=O)c2ccc(Cl)cc2)s1 (configuration not stated),-1.1,-9.7,3.7,2.4,2.3,0.8,-3.2,5.6,-11.4
O=S(=O)(c1ccccc1)c1cnn2c(C(F)(F)F)cc(-c3ccc(F)cc3)nc12,-5.8,3.5,1.4,1.4,8.0,-1.4,-1.2,2.7,-1.8
C[C@H](CO)N1C[C@H](C)[C@@H](CN(C)C(=O)NC2CCCCC2)Oc2ccc(NC(=O)CCC(F)(F)F)cc2C1=O,6.1,13.9,.,-2.5,.,.,.,-1.8,.
COc1ccc(S(=O)(=O)N(CC(=O)N2CCOCC2)c2ccc(F)cc2)cc1OC,7.0,-6.9,7.7,-1.1,-5.4,-2.3,-8.9,-5.6,6.4
CCCN(CC(=O)Nc1ccc(C(N)=O)cc1)CC(=O)Nc1cc(Cl)ccc1Cl,0.9,-103.8,-7.5,1.6,0.3,-3.1,22.8,5.3,0.7
O=C1Cc2cccc3cccc1c23,1.1,6.0,-2.4,-0.3,3.3,1.3,5.4,0.7,2.3
COc1ccc(C2C(O)C(c3c[nH]c4ccccc34)=NN2C(=O)CCl)cc1 (configuration not stated),4.4,3.9,87.6*,8.3,5.7,-4.5,-13.6,14.2,-7.2
CSCCC(NC(=O)c1ccccc1)C(=O)O (configuration not stated),15.8,4.5,8.7,2.4,-7.1,-1.5,-5.4,0.0,-7.4
O=C(NCCCc1ccccc1)c1ccncc1,0.7,9.7,5.2,1.9,6.4,0.4,-0.1,-12.8,-8.2
Cc1cc(OCC(=O)NCc2ccncc2)ccc1Cl,3.2,2.5,2.9,3.3,-2.1,-2.5,8.3,0.6,3.5
CSc1nnc(-c2cc3c(s2)-c2ccccc2CC3)o1,-3.0,7.1,8.3,-2.1,-6.4,-5.9,4.7,5.4,-2.8
COc1ccc(S(=O)(=O)n2cnc3cc(C)c(C)cc32)cc1,1.5,-3.4,-2.6,-0.4,-2.8,-3.0,5.8,-2.8,11.8
O=c1cc(-c2ccsc2)oc2ccccc12,15.6,-44.0,.,-0.6,.,.,.,8.8,.
CC1CN(S(=O)(=O)c2cccc(C(=O)N(CCc3ccccc3)Cc3ccccc3)c2)CC(C)O1 (configuration not stated),-0.6,35.2,-4.6,0.5,1.3,0.1,3.2,1.2,12.3
CSc1nc(N)nc2c1ncn2CC(=O)NCc1ccccc1,9.0,2.2,.,-3.6,.,.,.,-1.2,.
O=C(CN1CCN(S(=O)(=O)c2ccc3ccccc3c2)CC1)N1CCc2ccccc2C1,5.4,18.5,0.0,-6.3,2.7,1.8,8.7,6.5,-7.2
O=C(O)C1C2C=CC(C2)C1C(=O)NC1CCN(Cc2ccccc2)CC1 (configuration not stated),-2.9,13.5,-6.1,4.8,-0.2,-0.6,2.2,-9.0,-8.2
O=C(O)c1cccc(NC(=S)NC(=O)c2ccc(-c3ccc(Cl)cc3)o2)c1,6.7,-10.9,14.3,-0.9,28.2*,-2.7,12.2,-1.4,19.5
Cc1cccn2c(=O)c(/C=C(\C#N)C(=O)NC3CCS(=O)(=O)C3)c(N3CC(C)OC(C)C3)nc12 (configuration not stated),0.1,-0.5,-3.6,-1.3,-2.4,3.5,-4.3,-4.2,10.1
O=C(NCC1COc2ccccc2O1)C1CCN(S(=O)(=O)c2ccccc2)CC1 (configuration not stated),7.1,12.0,.,2.0,.,.,.,5.6,.
CC1CCCCN1CCCNc1ccc(C(CC(N)=O)NC(=O)Cc2ccc(Br)cc2)cc1[N+](=O)[O-] (configuration not stated),-0.7,15.8,5.3,2.0,-1.1,-3.8,1.2,-5.6,-6.7
Cc1ccc(COc2ccc(/C=N/NC(=O)c3nnn(-c4nonc4N)c3COc3ccc(F)cc3)cc2)cc1,1.9,8.8,6.0,-2.6,6.1,0.4,4.1,-5.6,-0.1
Cc1ccc(-n2c(SCC(=O)N3CC(=O)Nc4ccccc43)nc3ccccc3c2=O)cc1C,1.0,-0.3,-11.0,-4.7,-4.9,-6.0,12.8,2.5,7.8
CC1CCN(C(=O)c2[nH]cnc2C(=O)N(C)Cc2ccccc2)CC1,12.4,9.1,.,-5.3,2.3,0.6,.,2.1,-7.5
O=C(CSc1cccc2cccnc12)N/N=C/c1ccncc1,-1.1,8.2,20.9,-0.4,4.5,-3.6,-1.7,0.6,-3.0

# Going on with the list.
SMILES,PAFAH1B3 FP inh,PREPL inh,GSTO1 inh,PAD4 inh,LYPLA2 inh,LYPLA1 inh,EBNA-1 inh,PAFAH2 inh,ZTA counter
CC(C)(/C=N/NC(=O)CSCc1ccc(Cl)cc1)CCC#N,-5.7,-35.6,-1.5,0.0,3.7,-1.9,1.4,-2.6,5.2
Cc1onc(-c2ccccc2Cl)c1C(=O)Nc1ccc2c(c1)OCO2,3.0,4.5,6.4,3.7,-9.2,-1.9,-7.6,-2.4,3.4
COc1ccccc1OCC(=O)OCc1cc(-c2ccco2)on1,1.6,-9.8,.,0.2,0.9,-5.5,.,6.5,4.5
CC(=O)Nc1ccc(Sc2ncccc2C(=O)Nc2cc(Cl)cc(Cl)c2)cn1,-4.2,-6.3,2.0,-3.8,8.3,-6.2,-9.7,-11.5,-3.3
O=C(O)c1ccc(-c2cccc([N+](=O)[O-])c2)o1,-2.6,2.9,-3.4,-3.7,2.5,2.6,-7.6,0.0,4.7
Cc1cc(=O)oc2cc(OCC(=O)N3CCN(C(=O)C4COc5ccccc5O4)CC3)ccc12 (configuration not stated),-1.3,-8.3,3.2,-6.7,22.0,2.5,-15.2,-1.4,-0.1
COC(=O)COc1ccsc1C(=O)OC,5.0,-5.4,9.5,-0.9,-0.3,1.2,1.9,-6.1,20.9
Cc1cc(/C=N/NC(=O)CC2(C)OCCO2)c(C)n1-c1cc(Cl)cc(Cl)c1,-0.8,7.6,4.8,-0.2,-0.1,3.1,-0.1,12.7,4.6
Cc1ccc(CN(Cc2ccc(C)o2)C(=S)NCC(=O)O)cc1,9.4,8.4,4.9,-2.0,2.5,-1.6,1.8,-1.6,-3.5
Cn1c(Cn2c(=O)sc3ccccc32)nnc1SCC(=O)N1CCc2ccccc21,4.1,11.1,1.3,1.1,2.5,1.6,-2.0,0.1,-0.4
CSc1ccccc1C(=O)N1CCC(n2nccc2NC(=O)C(C)(C)C)CC1,7.7,4.6,4.9,-0.4,10.1,-0.1,3.1,3.1,0.5
Brc1cccc(-c2nnc3n2CCC3)c1,-0.1,0.6,5.2,3.5,-5.2,-2.5,-0.3,1.7,-7.1
